PKA-R1A activ: activators of PKA-R1A complex; activation, % at 11.4 µM; hit rate 0.083% among 340,000; P00514+P68181; AID 504707; PKA-R1A dissociation, Cy5-IP20 fluorescence polarization; scaled: DMSO 0%, 113 µM cGMP 100%;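 active means percent activation above the mean of all tested compounds plus 3 SD, cut at about 19% in these data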;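 further: higher means more PKAc released from R1A so a rise in polarization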
MOR-DOR ag: agonists of human mu-delta opioid receptor heterodimerization. P35372+P41143. cells, OPRM1-OPRD1 heterodimerization, luminescence. activation, % at 9.3 µM. hit rate 0.3% among 340,000; in the data active means activation above about 18%;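 further: 0% = vehicle-treated cells and 100% = reference agonist; values of inactives mirror those of a sister screen read the other way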
MOR-DOR inv ag: mu-delta opioid heterodimer inverse agonism; P35372+P41143; cell-based MOR-DOR heterodimer luminescence; inhibition, % at 9.3 µM; hit rate 0.21% among 340,000; in the data active means inhibition above about 22%, passing the limit was not always enough;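 further: 0% = cells with DMSO and 100% = wells without cells with DMSO; values of inactives mirror those of a sister screen read the other way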
HTR5A ag ctr: HTR5A agonism, opioid heterodimer counter-screen | P47898 | HTR5A agonist assay, luminescence, cell-based | activation, % at 9.3 µM | hit rate 0.61% among 340,000; in the data active means activation mostly above about 9.5%, no sharp cut-off; inactive means mostly below about 7.6%;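 further: 0% = cells with vehicle only and 100% = reference agonist; strong numbers were not always called active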
DSG3 Ab inh: human desmoglein-3 autoantibody binding inhibition. P32926. binding (percent of control), % at 10 µM. DSG3-coupled beads, scFv-anti-DSG3-GFP binding, flow cytometry; active compounds read low. AID 588358. hit rate 0.48% among 310,000;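 active means binding more than 3 SD below its plate's average and above zero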;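 further: hits lower antibody fragment binding to DSG3; some compounds called inactive have numbers as strong as hits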
HTR5A inv ctr: HTR5A inverse agonism, opioid heterodimer counter-screen; P47898; HTR5A cell line, luminescence; inhibition, % at 9.3 µM; hit rate 0.083% among 340,000; in the data active means inhibition mostly above about 23%, no sharp cut-off; inactive means mostly below about 18%;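 further: 0% = cells with DMSO and 100% = no-cell wells with DMSO; some compounds called inactive have numbers as strong as hits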
DAGLB inhibitor: blocks human DAGLB lipase activity; Q8NCG7; HEK293T DAGLB membrane lysate, EnzChek fluorogenic substrate; inhibition, % at 5.17 µM; hit rate 0.059% among 340,000; AID 504411; in the data active means inhibition above about 34%;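 further: 0% = enzyme with vehicle and 100% = wells lacking enzyme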
Target sequence (Q8NCG7 whole entry, looked up): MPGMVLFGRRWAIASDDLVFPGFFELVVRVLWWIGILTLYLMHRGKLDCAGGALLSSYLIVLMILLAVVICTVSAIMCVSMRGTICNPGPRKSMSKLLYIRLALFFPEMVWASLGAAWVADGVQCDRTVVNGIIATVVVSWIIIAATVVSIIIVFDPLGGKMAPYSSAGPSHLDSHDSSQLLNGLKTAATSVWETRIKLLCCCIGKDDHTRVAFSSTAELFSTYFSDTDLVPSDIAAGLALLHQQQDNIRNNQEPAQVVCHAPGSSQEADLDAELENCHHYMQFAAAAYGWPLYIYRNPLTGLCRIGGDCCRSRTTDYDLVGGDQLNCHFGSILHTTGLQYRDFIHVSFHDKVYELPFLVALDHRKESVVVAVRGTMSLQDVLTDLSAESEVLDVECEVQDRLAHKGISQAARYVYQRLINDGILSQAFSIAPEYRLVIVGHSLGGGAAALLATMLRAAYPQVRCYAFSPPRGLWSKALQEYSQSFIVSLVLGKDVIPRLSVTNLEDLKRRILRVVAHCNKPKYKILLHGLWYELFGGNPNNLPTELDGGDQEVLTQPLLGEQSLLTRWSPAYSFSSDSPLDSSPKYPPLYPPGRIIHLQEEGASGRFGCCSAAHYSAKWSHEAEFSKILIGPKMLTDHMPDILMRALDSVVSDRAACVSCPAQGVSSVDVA
PKA-R2B activ: activates the human PKA-R2B holoenzyme complex | hit rate 0.079% among 340,000 | activation, % at 11.4 µM | PKA-R2B holoenzyme dissociation, Cy5-IP20 fluorescence polarization; R2B truncated from residue 108, S112A mutant; 0% DMSO only, 100% 113 µM cGMP | P22694+P31323;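 active means activation above a cutoff set at the mean over all compounds plus 3 SD, cut at about 18% in these data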;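 further: higher means more holoenzyme dissociation and a rise in polarization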
V-ATPase pH: alters yeast V-ATPase proton transport | S. cerevisiae, pHLuorin cytosolic pH fluorescence | response, % at 10 µM | hit rate 0.37% among 350,000; in the data active means response mostly above about 7.3%, no sharp cut-off; inactive means mostly below about 5.4%; further: actives read high; inactives centre near 0; some compounds called inactive have numbers as strong as hits; reference of the scale not given here
Arrestin-AP2 inh: blocks beta-arrestin peptide binding to AP2 adaptin. hit rate 0.31% among 340,000. inhibition, % at 10 µM. FITC-arrestin peptide / GST-AP2 beads, flow cytometry; AP2 beta2 appendage carries R879A mutation. AID 504490;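 active means inhibition above a set limit, near 3 SD of compounds lacking own fluorescence, cut at about 54% in these data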;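 further: plate controls were DMSO wells for no effect and 5 µM unlabelled arrestin peptide for full effect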
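Material – GST-tagged AP2 beta2-adaptin appendage (R879A) on 4 µm glutathione beads · Probe or stimulus – fluorescein-tagged arrestin peptide at 50 nM final · Timing – 12 min plus 1 h, RT · Detection – bead flow cytometry, FITC channel · Read-out basis – inhibition as reduced fluorescein signal on beads, percent · Medium – PBS plus Tween 20 (0.05%) and BSA (0.1%)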
Starred values were filed as active, the others as inactive; x = not tested or not shown. An unsorted share of the library. About 2.4% of those tested had a hit in this group.

[1] NC(=O)NC(=O)COC(=O)CCCSc1nc2ccccc2s1
[2] CN1C(=O)N(C)c2ccc(C=O)c3cccc1c23
[3] COc1ccc(C(=O)NN2C(=O)C3C(c4ccccc4)C=CC(c4ccccc4)C3C2=O)cc1 (configuration not stated)
[4] O=C(O)c1c(C(=O)O)c(-c2ccc(Cl)c(Cl)c2)n2c1CSC2
[5] CC(C)Nc1nc(NC(C)C)nc(OCCOC(=O)c2ccccc2)n1
assay / entry	1	2	3	4	5
PKA-R1A activ	3.3	-10.3	-1.1	11.5	3.3
DAGLB inhibitor	0.3	-1.8	-4.2	16.1	-1.9
HTR5A inv ctr	-2.0	-12.7	-2.3	-30.9	-4.6
DSG3 Ab inh	100.1	98.3	101.3	101.8	95.3
MOR-DOR inv ag	14.1	1.0	-15.7	8.3	-7.5
HTR5A ag ctr	0.7	4.5	0.9	8.0	1.8
PKA-R2B activ	-1.5	-2.9	5.8	10.9	-5.7
V-ATPase pH	-2.4	-0.1	2.9	-0.2	-0.8
Arrestin-AP2 inh	8.1	1.1	7.2	6.3	1.2
MOR-DOR ag	-2.8	-0.2	3.1	-1.8	1.4

[6] Cc1ccc(S(=O)(=O)Nc2cc(C(=O)NCCN(C)C)ccc2N2CCCC2)cc1
[7] CN(C)c1ccc(Nc2ncnc3ccc(Br)cc23)cc1
[8] O=c1cc(Cc2ccc([N+](=O)[O-])cc2)[nH]c(=O)[nH]1
[9] CCCCOc1ccc(C(=O)NCC(=O)NNC(=O)c2ccco2)cc1
[10] c1ccc(-c2ccc(Oc3cc(N4CCOCC4)nc(-c4ccccc4)n3)cc2)cc1
assay / entry	6	7	8	9	10
PKA-R1A activ	3.6	-2.7	5.4	1.2	1.1
DAGLB inhibitor	-3.4	1.9	1.1	-4.5	-0.2
HTR5A inv ctr	-8.4	7.3	-7.6	1.5	-4.0
DSG3 Ab inh	x	122.2	x	100.3	104.0
MOR-DOR inv ag	10.8	-12.5	16.2	15.4	0.0
HTR5A ag ctr	3.2	-1.9	2.0	-0.4	-0.6
PKA-R2B activ	-4.7	12.6	6.6	10.8	7.4
V-ATPase pH	-2.1	-1.7	-0.8	0.0	-1.1
Arrestin-AP2 inh	27.5	26.9	5.9	0.5	6.2
MOR-DOR ag	-2.0	2.5	-3.3	-3.1	0.0

[11] COc1cccc(CC(=O)NNC(=O)CN(C)S(=O)(=O)c2ccc(C)cc2)c1
[12] C/C(=N\NC(=O)c1ccc(F)cc1)c1ccc(N2CCOCC2)cc1
[13] CC(=O)NC1C(Oc2ccc(C)cc2)OC2COC(c3ccco3)OC2C1O (configuration not stated)
[14] CN(C)c1ccnc(Oc2ccc(Cl)cc2)c1C#N
[15] CCN(CC)C(=O)COc1ccc(C=O)cc1OC
assay / entry	11	12	13	14	15
PKA-R1A activ	-2.9	4.2	-10.0	-3.5	-2.7
DAGLB inhibitor	-0.4	-0.9	0.7	-2.9	-0.7
HTR5A inv ctr	-3.4	-10.1	18.3	-0.6	-9.2
DSG3 Ab inh	110.6	101.8	101.7	80.4	115.7
MOR-DOR inv ag	6.2	7.0	8.0	-0.9	11.9
HTR5A ag ctr	-1.7	-1.7	-6.8	0.2	6.2
PKA-R2B activ	-8.9	4.3	-5.0	-12.2	-7.5
V-ATPase pH	1.9	2.1	-2.5	-4.2	-9.4
Arrestin-AP2 inh	-2.3	x	-0.9	24.3	9.9
MOR-DOR ag	-1.6	-1.5	-1.3	0.1	-2.2

[16] O=C(CNC(=O)C12CC3CC(CC(C3)C1)C2)NC1=NCCS1
[17] O=C(CN1C(=O)CSC1=O)NCc1ccccc1
[18] O=C(NNC(=S)NC(=O)c1cccnc1)c1ccccc1
[19] O=c1cc(N2CCc3ccccc3C2)[nH]c(=O)n1-c1ccc(Br)cc1
[20] COc1ccc(/C=C/C(=O)Nc2ccc(C34CC5CC(CC(O)(C5)C3)C4)cc2)cc1OC
assay / entry	16	17	18	19	20
PKA-R1A activ	-3.1	-7.2	2.0	2.0	-5.6
DAGLB inhibitor	-1.2	-2.6	-0.6	-1.6	0.2
HTR5A inv ctr	-0.3	1.0	4.1	-8.8	-10.7
DSG3 Ab inh	118.3	x	x	110.6	83.8
MOR-DOR inv ag	12.3	-0.7	13.6	-0.6	-25.5
HTR5A ag ctr	-1.3	7.7	-1.6	1.4	4.0
PKA-R2B activ	-15.5	3.4	-8.8	3.9	-5.7
V-ATPase pH	-0.1	0.5	4.8	2.2	0.9
Arrestin-AP2 inh	19.5	-0.5	7.0	9.9	3.7
MOR-DOR ag	-2.1	0.1	-2.3	0.1	3.5

[21] O=C(O)COc1ccc(/C=N/Nc2nc(Nc3ccccc3)nc(N3CCCCC3)n2)cc1
[22] COc1cccc(-c2nn3c(-c4ccco4)nnc3s2)c1
[23] CCN(CC(=O)NC1CCS(=O)(=O)C1)C(=O)c1cc(OC)c(OC)c(OC)c1 (configuration not stated)
[24] CCOC(=O)CC(=O)CSc1ncnc2c1nnn2-c1ccccc1
[25] O=C(/C=C/Nc1cccc([N+](=O)[O-])c1)c1ccco1
assay / entry	21	22	23	24	25
PKA-R1A activ	1.5	-0.9	-11.9	-6.8	4.9
DAGLB inhibitor	-1.0	-2.5	-1.8	-8.5	-2.3
HTR5A inv ctr	5.1	-3.5	0.3	-24.5	-1.5
DSG3 Ab inh	100.3	100.6	x	107.6	120.1
MOR-DOR inv ag	-8.6	19.1	7.5	8.5	4.3
HTR5A ag ctr	-1.9	-3.5	-0.1	1.8	-0.7
PKA-R2B activ	-11.8	14.3	-4.7	-10.4	6.1
V-ATPase pH	-3.4	-2.1	1.0	2.2	-2.0
Arrestin-AP2 inh	16.7	-1.9	-6.2	19.1	2.3
MOR-DOR ag	1.2	-3.9	-1.9	-1.6	-0.9

[26] COC(=O)c1nnn(-c2nonc2N)c1CN1CCCC1
[27] CCOc1ccc(NC(=O)CN(C)C(=O)Cc2ccsc2)cc1OCC
[28] CCn1cc(/C=N\NC(=O)c2cc(-c3ccccc3OC)nc3ccccc23)c(C)n1
[29] Cc1ccc(NC(=O)CCC(=O)c2cccs2)cc1F
[30] CCC1Nc2ncnc(N3CCN(c4ccccc4)CC3)c2N(Cc2ccc(C)cc2)C1=O (configuration not stated)
assay / entry	26	27	28	29	30
PKA-R1A activ	5.6	-5.5	-0.6	1.6	-9.2
DAGLB inhibitor	-9.3	1.7	-1.6	-6.3	1.5
HTR5A inv ctr	14.9	17.7	13.4	-44.2	36.1
DSG3 Ab inh	108.5	99.5	99.8	104.6	107.5
MOR-DOR inv ag	12.6	0.0	11.3	10.0	50.0*
HTR5A ag ctr	-4.1	-4.9	-5.0	6.2	-16.4
PKA-R2B activ	5.4	0.8	-5.0	-13.7	-0.3
V-ATPase pH	-6.4	0.8	-1.5	6.0	-2.3
Arrestin-AP2 inh	16.6	30.4	-0.2	5.5	24.4
MOR-DOR ag	-2.8	0.0	-1.9	-1.9	-10.9

[31] C/C(=N\NC(=O)CCc1c(C)n[nH]c1C)c1ccc([N+](=O)[O-])cc1
[32] Cc1ccc(CNC(=O)CNC(=O)c2ccco2)cc1
[33] O=C(NCC1CCCO1)C(=O)c1c[nH]c2ccccc12 (configuration not stated)
[34] CCOC(=O)c1sc2cc([N+](=O)[O-])cc(SCCO)c2c1N
[35] CC(C)=CCC[C@](C)(OC1OC(COC2OCC(O)C(O)C2O)C(O)C(O)C1O)C1CC[C@]2(C)C1C(O)CC1[C@@]3(C)CCC(O[C@@H]4O[C@H](CO)C(O)C(O)C4O[C@@H]4OC(CO)C(O)C(O)C4O)C(C)(C)C3CC[C@]12C (some centres not stated)
assay / entry	31	32	33	34	35
PKA-R1A activ	1.4	-20.1	-4.3	6.0	9.5
DAGLB inhibitor	-2.7	3.6	-2.9	28.4	2.3
HTR5A inv ctr	-12.0	-15.7	-6.5	-2.7	11.3
DSG3 Ab inh	110.7	102.8	102.2	103.3	101.8
MOR-DOR inv ag	1.0	11.9	4.3	-49.7	4.5
HTR5A ag ctr	-0.2	4.2	2.5	0.7	-2.0
PKA-R2B activ	-2.1	-12.0	-2.6	-7.2	-5.5
V-ATPase pH	3.4	-3.4	-4.1	5.4	-6.1
Arrestin-AP2 inh	4.1	18.8	5.3	-24.6	-3.8
MOR-DOR ag	-0.2	-2.5	-0.8	9.6	-0.8

[36] COc1ccc(S(=O)(=O)N2CCC(C(=O)Nc3c(F)cccc3F)CC2)cc1
[37] Cc1cc(Cl)c(C(=O)Nc2cccc(C(F)(F)F)c2)c(C)n1
[38] CSc1nc(N)nc2c1ncn2CC(=O)N1CCN(Cc2c(C)cc(C)cc2C)CC1
[39] CN(c1ccc(OCc2ccc([N+](=O)[O-])cc2)cc1)S(=O)(=O)c1ccccc1
[40] Cc1ccc(NCc2ccccc2O)cc1
[41] CCNC(=S)NNC(=O)CSc1nc2ccccc2[nH]1
assay / entry	36	37	38	39	40	41
PKA-R1A activ	-5.2	-3.4	2.2	6.3	8.4	-6.8
DAGLB inhibitor	0.3	1.0	-1.7	-2.9	-1.6	-1.4
HTR5A inv ctr	6.1	13.5	x	8.2	-10.9	30.7
DSG3 Ab inh	112.6	127.1	104.6	101.5	100.5	x
MOR-DOR inv ag	-2.2	12.9	x	-39.2	-23.2	26.1
HTR5A ag ctr	1.2	-4.0	x	-2.8	8.1	-2.5
PKA-R2B activ	21.4*	0.1	-0.2	-2.2	-3.2	-3.5
V-ATPase pH	-0.7	1.0	0.3	-2.5	x	5.2
Arrestin-AP2 inh	7.3	2.6	-17.0	22.7	-0.8	21.0
MOR-DOR ag	0.4	-2.7	x	4.9	4.6	-5.7

Source: PubChem BioAssay (several laboratories)
